Screens: PubChem BioAssay, Columbia University Molecular Screening Center
E-sel TNF inh: E-selectin induction blockers in HUVEC – imaging, immunofluorescence, high content, primary screen; AID 1246, 2008; HUVEC TNFa-induced E-selectin immunofluorescence; inhibition, % at 2 µM; actives 0.71% (n = 120,000);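 active = inhibition above the batch mean plus 3 SD, and confirmed as a hit on visual image review, cut at about 43% in these data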;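 note: 0% = TNF-stimulated DMSO wells and 100% = unstimulated control wells; not every result past the cut was called active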
An asterisk follows results filed as active. A portion of the library; count on the stated rates, not on these rows.

SMILES	E-sel TNF inh
O=C(CCCN1C(=O)/C(=C/c2ccccc2)SC1=S)Nc1ccccc1O	-32
COc1ccc(OCCCC(=O)Nc2ccc(N3CCOCC3)cc2)cc1	-5
C#CCOc1ccc(/C=N/NC(=O)c2cccnc2)cc1OCC	1
CC1CN(c2nc3ccccc3cc2-c2ccccc2)CC(C)O1 (stereo not drawn)	-9
Cc1ncc([N+](=O)[O-])n1CC(=O)N/N=C/c1ccccc1F	14
C1CC1Cc1noc(CN2CCN(C3C4CC5CC(C4)CC3C5)CC2)n1 (stereo not drawn)	3
COc1ccc(C(=O)N=c2sc3ccccc3n2C)cc1	-43
CN(CC(=O)Nc1ccc(N2CCOCC2)cc1)Cc1c(O)ccc2ccccc12	19
O=C(NNC1=C(C(=O)C(F)(F)F)CCC1)c1ccncc1	-17
Oc1ccc(Cl)cc1C1=NNC(c2cc(Br)cc3c2OCOC3)C1 (stereo not drawn)	-4
CCN(CC)CCNC(=O)c1ccc(NC(=O)/C=C/c2cc(OC)c(OC)c(OC)c2)cc1	-22
Cn1cc(CCNC(=O)CCc2nnc(CCCCc3ccccc3)o2)cn1	-7
O=C(O)CCN(Cc1ccccc1)S(=O)(=O)c1c(Cl)cccc1Cl	0
S=c1nccc(-c2cccs2)[nH]1	-22
O=S(=O)(c1ccccc1)N1CCN=C1SCc1ccc(Cl)cc1	-11
COc1ccc(CCNC(=O)c2nnn(CC(=O)Nc3cccc(F)c3)c2N)cc1OC	12
O=[N+]([O-])c1cccc(-c2ccc3nnc(SCc4ccccn4)n3n2)c1	-12
O=C(O)C1CCCCC1C(=O)Nc1cc(C(F)(F)F)ccc1Cl (stereo not drawn)	-18
Cc1nnc(NC(=O)CSc2ccc([N+](=O)[O-])cn2)s1	-8
O=C(CCc1ccccc1)NNC(=O)Cc1ccc(Cl)cc1	16

A section from further up, as a working copy:
SMILES	E-sel TNF inh
O=[N+]([O-])c1cccc(-c2ccc3nnc(SCc4ccccn4)n3n2)c1	-12
O=C(O)C1CCCCC1C(=O)Nc1cc(C(F)(F)F)ccc1Cl (stereo not drawn)	-18
Cc1nnc(NC(=O)CSc2ccc([N+](=O)[O-])cn2)s1	-8
O=C(CCc1ccccc1)NNC(=O)Cc1ccc(Cl)cc1	16

Following part
SMILES	E-sel TNF inh
COc1ccc(C(C)=O)cc1COC(=O)c1ccc(S(=O)(=O)N(C)C)cc1	-3
O=C(Nc1ccc(N2CCN(C(=O)c3ccccc3F)CC2)cc1)c1ncn[nH]1	-14
O=C(CCCn1c(=S)[nH]c2ccsc2c1=O)Nc1ccc2c(c1)OCO2	2
CCOC(=O)C1CCN(c2ncnc3c2c(-c2ccccc2)cn3-c2ccccc2)CC1	3
COc1ccccc1OCC(=O)NCCCn1ccnc1	-1
CCN(CC)C(=O)COc1ccc(/C(C)=N/NC(=O)c2ccccc2Br)cc1	-64
COCC(=O)N(c1ccccc1)C(C)C(=O)OC (stereo not drawn)	-10
O=C(CCSc1ccc(Cl)cc1)NN=C1CCCCCC1	18
CCOC(=O)c1ccccc1NC(=O)c1ccc2nccnc2c1	30
O=C(NCc1ccc(F)cc1)Nc1cccc(Cl)c1	-28
CCOC(=O)c1cnc(-c2ccccc2)nc1C(F)(F)F	-3
Cc1cc(C)n(C(=O)/C(C#N)=C/N(C)C)n1	8
CC(Sc1nnc(Cc2ccc3c(c2)OCO3)o1)C(N)=O (stereo not drawn)	24
CSCc1nnc(NC(=O)c2ccc(S(=O)(=O)N(C)C)cc2)o1	-18
CC(C)N(C(=O)/C=C/c1cccc([N+](=O)[O-])c1)C(C)C	-28
O=C(Nc1ccccc1F)Nc1ccccc1Br	-9
CCOC(=O)Cc1cnc(N)s1	-8
Cc1ccc(OCC(=O)Nc2ccc(CN3CCCCC3)cc2)c(C)c1	-19
Cc1sc2ncn(Cc3ccccc3F)c(=O)c2c1C	-23
O=C(CCC1CCCN(C(=O)c2cc(C3CC3)[nH]n2)C1)N1CCN(c2ccccn2)CC1 (stereo not drawn)	-4
COc1ccc(/C=N/NC(=O)c2snnc2C)c(OC)c1OC	-12
Cc1cccc(NC(=O)Cn2c(O)c(N=NC(=O)c3ccncc3)c3ccccc32)c1	-15
Cc1ccc(S(=O)OCC(=O)Nc2cc(Cl)ccc2N2CCOCC2)cc1 (stereo not drawn)	0
N#Cc1cccc(NC(=O)Cc2ccccc2)c1	0
O=c1[nH]ncc(N/N=C\c2cccs2)c1Cl	-1
Nc1nc(/C=C/c2cccnc2)nc(-c2ccccc2O)n1	-5
Cc1ccc(C(=O)OCC(=O)Nc2c(C)n(C)n(-c3ccccc3)c2=O)cc1[N+](=O)[O-]	-14
O=C(CNS(=O)(=O)c1ccc2ccccc2c1)NCCc1ccccn1	-10
COc1ccccc1N1CCN(C(=O)Cn2nc3n(C)c4ccccc4n3c(=O)c2=O)CC1	-28
COc1ccc(S(=O)(=O)NN(C)c2nc(C(F)(F)F)nc3ccccc23)cc1	11
CCNC(=S)N1CCC(NC(=O)c2ccco2)CC1	-15
CCC(C)(C)NC(=O)C1CCCN1C(=O)NC1CCCCC1 (stereo not drawn)	6
COc1cc(/C=N/NS(=O)(=O)c2ccc(C)cc2)ccc1OCc1cccc(C(=O)O)c1	27
COc1cccc(CCc2nnc(CCC(=O)NC(C)c3c(C)nn(C)c3C)o2)c1 (stereo not drawn)	-6
CN(c1ncc(C(F)(F)F)cc1Cl)N1C(=O)C2ONC3(C(=O)CC(C)(C)CC3=O)C2C1=O (stereo not drawn)	-29
CCNC(=O)NC(=O)C(C)Sc1ncc(C(F)(F)F)cc1Cl (stereo not drawn)	-21
CS(=O)c1ccccc1-c1nc(-c2cccc(Cl)c2)no1 (stereo not drawn)	2
Nc1ccc(C(=O)Nc2nccs2)cc1	-9
CC(/C=C/c1ccco1)=N\NC(=O)CNc1ccc2ccccc2c1	-18
CCNc1ccc(S(=O)(=O)N(C)C)cc1NCC(=O)Nc1ccccc1Br	6

The closing 9 compounds of the section before lead into the next.
SMILES	E-sel TNF inh
CCC(C)(C)NC(=O)C1CCCN1C(=O)NC1CCCCC1 (stereo not drawn)	6
COc1cc(/C=N/NS(=O)(=O)c2ccc(C)cc2)ccc1OCc1cccc(C(=O)O)c1	27
COc1cccc(CCc2nnc(CCC(=O)NC(C)c3c(C)nn(C)c3C)o2)c1 (stereo not drawn)	-6
CN(c1ncc(C(F)(F)F)cc1Cl)N1C(=O)C2ONC3(C(=O)CC(C)(C)CC3=O)C2C1=O (stereo not drawn)	-29
CCNC(=O)NC(=O)C(C)Sc1ncc(C(F)(F)F)cc1Cl (stereo not drawn)	-21
CS(=O)c1ccccc1-c1nc(-c2cccc(Cl)c2)no1 (stereo not drawn)	2
Nc1ccc(C(=O)Nc2nccs2)cc1	-9
CC(/C=C/c1ccco1)=N\NC(=O)CNc1ccc2ccccc2c1	-18
CCNc1ccc(S(=O)(=O)N(C)C)cc1NCC(=O)Nc1ccccc1Br	6
O=c1[nH]c(/C=C/c2cccc3ccccc23)nc2ccccc12	-9
FC(F)(F)c1cc(Cl)c2nnc(C(F)(F)Cl)n2c1	-64
Cc1ccc(SCCC(=O)Nc2cccnc2)cc1	-7
CCCn1c(SCC(=O)Nc2cccc(S(=O)(=O)NC3=NCCCCC3)c2)nc2ccccc2c1=O	55
NC(=S)N(c1ccccc1)c1ccccc1	-2
O=C(COC(=O)c1cccnc1Cl)Nc1ccc2c(c1)OCO2	-13
CN(C)S(=O)(=O)c1cccc(NC(=O)CN2C(=O)NC(CCc3ccccc3)C2=O)c1 (stereo not drawn)	-2
O=C(c1cc2c(=O)n3ccccc3nc2s1)N1CCN(Cc2ccc3c(c2)OCO3)CC1	-7
CCc1ccc(NC(=O)CSc2ccc(-c3ccco3)nn2)cc1	-50
Cc1cc(C)cc(NC(=O)COC(=O)c2cc(C)oc2C)c1	-40
CC(C)NC(=S)N1CCN(Cc2ccc3c(c2)OCO3)CC1	5
Cc1sc2ncnc(N3CCC(C(=O)Oc4cccc(Cl)c4Cl)CC3)c2c1C	-13
Cc1cc([N+](=O)[O-])ccc1NC(=O)c1cccc(NC(=O)C(C)C)c1	-37
N#Cc1ccc(CSc2nnc3[nH]c(=O)cc(N)n23)cc1	-7
NC(=O)c1ccc(N2CCN(c3ccccc3O)CC2)c([N+](=O)[O-])c1	-3
COCCn1c(C)cc(C(=O)CSc2nc3ccccc3c(=O)n2C(C)COC)c1C (stereo not drawn)	56
Cc1ccc(CSc2nnc(-c3ccncc3)o2)c(C)c1	-11
COc1cc(OC)cc(C(=O)Nc2nnc(-c3cccnc3)o2)c1	22
O=C(Nc1ccc(S(=O)(=O)N2CCCCC2c2cccnc2)cc1)c1c(F)cccc1F (stereo not drawn)	-12
Cn1c(Oc2ccc(F)cc2)c(C=O)c2ccccc21	15
Cc1cc(C(=O)CSc2nncn2C)c(C)n1-c1ccccc1	-9
CCOC(=O)N1CCC(N2CCCC(CO)(Cc3cccc(OC)c3)C2)CC1 (stereo not drawn)	-14
COc1cc(-c2cc(-c3ccc(F)cc3)nc(N)c2C#N)ccc1O	-19
O=C(NC(=S)N(CCO)Cc1ccccc1)c1cc(Br)ccc1Cl	-9
Cc1cccc(N=C2NC(=O)c3cc([N+](=O)[O-])ccc32)c1	0
CC(=O)N1CCN(Cc2nc3cc(Cl)ccc3c(=O)[nH]2)CC1	6
CCOC(=O)CSc1nc(N)nc(C)c1Cl	3
CCNS(=O)(=O)c1ccc(CCC(=O)NCc2ccc(C)cc2)cc1	16
COc1ccc(C2CC(c3cccs3)=NN2c2nc(C)c(C(C)=O)s2)cc1OC (stereo not drawn)	-7
CCCn1nc(C(=O)OCC(=O)c2c(N)n(C)c(=O)n(C)c2=O)c2ccccc2c1=O	-18
COCC1CCCN(Cc2nc(Cc3ccccc3)no2)C1 (stereo not drawn)	-11
COCc1c(CCl)cnc(C)c1O	-23
CN(C)S(=O)(=O)c1cccc(NC(=O)CCc2c[nH]c3ccccc23)c1	-15
C=CCN1C(=O)CN=C1Nc1ccc(F)cc1	-3
O=C(COC(=O)CCC(=O)c1ccc(F)cc1)Nc1cccc(S(=O)(=O)N2CCOCC2)c1	-32
O=C(O)Cn1nnnc1SCC(=O)Nc1ccc(F)cc1F	3
O=C(NCc1ccccc1Cl)C1CCN(S(=O)(=O)N2CCOCC2)CC1	3
CCOc1cc(C=O)cc(Br)c1OCC(N)=O	-39
COc1ccc(Nc2nc(-c3c(C)nc4ncccn34)cs2)cc1	27
CN(CCc1cnn(C)c1)C(=O)CCc1nnc(CCCc2ccccc2)o1	6
COC(=O)c1cn(CC(=O)Nc2ccc(F)cc2)c2ccccc12	26
CCOC(=O)c1cc(-c2ccc(Cl)cc2)nc2c1c(=O)[nH]c(=O)n2CCOC	-8
CCN1CCN(C(=S)c2ccc(O)cc2)CC1	-20
CC(=O)Nc1ccc(NC(=O)C2(C)CC2(Cl)Cl)cc1 (stereo not drawn)	-36
O=C(C1CCCCN1S(=O)(=O)c1ccccc1[N+](=O)[O-])N1CCCC1 (stereo not drawn)	-46
NC(=O)[C@@H]1CCCN1Cc1nc(-c2ccc(C(F)(F)F)cc2)no1	15
O=C(COc1ccc(Cl)cc1[N+](=O)[O-])N/N=C/c1cccs1	-55
O=C(NC1CCCCCC1)c1ccc[nH]c1=S	-11
O=C(c1ccc(Cl)c(S(=O)(=O)N2CCCC2)c1)N1CCN(c2ncccn2)CC1	9
O=C1C(=O)N(CCN2CCOCC2)C(c2cccnc2)/C1=C(/O)c1ccc(Cl)cc1 (stereo not drawn)	-18
Next section
SMILES	E-sel TNF inh
O=C(CCCn1cnc([N+](=O)[O-])n1)Nc1cc(Cl)ccc1O	-16
CCCC(C)NC(=O)c1sc2nc3n(c(=O)c2c1C)CCC3 (stereo not drawn)	9
COc1cccc(/C=C/C(=O)NCc2cn3cc(Cl)ccc3n2)c1OC	-24
CCOC(=O)c1c(NC(=O)c2ccncc2)sc(C)c1C	-5
O=C(Cn1nnc2ccccc21)Nc1ccccc1[N+](=O)[O-]	5
Cc1cc(N2CCCC2)nc2ccc(NC(=S)NCCCOC(C)C)cc12	13
Cn1c(SCc2ccccc2)nc(C(F)(F)F)cc1=O	-54
NC(=O)CNc1n[nH]c(=S)[nH]c1=O	11
COc1cc(SC)ccc1C(=O)Nc1c(C)cccc1C	-5
CCCC(C)NC(=O)c1ccccc1SC (stereo not drawn)	-2

10 compounds drawn at random from the list so far, as already listed:
SMILES	E-sel TNF inh
CCOC(=O)c1c(NC(=O)c2ccncc2)sc(C)c1C	-5
COc1cc(SC)ccc1C(=O)Nc1c(C)cccc1C	-5
Cn1c(SCc2ccccc2)nc(C(F)(F)F)cc1=O	-54
Cc1cc(N2CCCC2)nc2ccc(NC(=S)NCCCOC(C)C)cc12	13
NC(=O)CNc1n[nH]c(=S)[nH]c1=O	11
CCCC(C)NC(=O)c1ccccc1SC (stereo not drawn)	-2
O=C(Cn1nnc2ccccc21)Nc1ccccc1[N+](=O)[O-]	5
CCCC(C)NC(=O)c1sc2nc3n(c(=O)c2c1C)CCC3 (stereo not drawn)	9
COc1cccc(/C=C/C(=O)NCc2cn3cc(Cl)ccc3n2)c1OC	-24
O=C(CCCn1cnc([N+](=O)[O-])n1)Nc1cc(Cl)ccc1O	-16

Continuation.
SMILES	E-sel TNF inh
CSc1cccc(NC(=S)N(Cc2ccccc2)Cc2ccccn2)c1	34
O=C(CN1CCSc2ccccc21)NCCCc1ccccc1	0
COc1ccc2[nH]c(C)c(CCNC(=S)Nc3ccc(C)cc3)c2c1	10
O=C(NCc1n[nH]c(=S)n1-c1ccc(Br)cc1)c1ccc(S(=O)(=O)N2CCCC2)cc1	2
O=C(C(=O)N1CCOCC1)c1c[nH]c2ccccc12	-18
CN(C)CCNCCCOc1ccccc1-c1ccccc1	-16
CN(C)c1cc[n+](/C(C(=S)Nc2ccc(SC(F)F)cc2)=C(/[O-])c2ccccc2)cc1	21
CNc1cncc(C(=O)O)c1	-20
CC(C)C(C(=O)NCC1CCCO1)N(Cc1cccs1)C(=O)CNS(=O)(=O)c1ccccc1 (stereo not drawn)	-13
Clc1ccc(CN2CCN(/N=C/c3cccnc3)CC2)cc1	-6
COC(=O)c1ccc(CN2CCC(CO)(Cc3cccc(OC)c3)CC2)cc1	-20
CC(=O)c1c(C)[nH]c(C(=O)O)c1C	-11
S=C1CSc2ccccc2N1	13
CN(c1ccc([N+](=O)[O-])cc1C(N)=O)C1CCCCC1	-19
CS(=O)(=O)N(CC(=O)NCCSCc1ccccc1)c1ccc2c(c1)OCO2	16
